NR3A LBD binder = NR3A (human) ligand-binding domain modulation; NR3A LBD differential scanning fluorimetry, Tm shift; 0% = protein alone, 100% = glycine-bound protein; Tm shift relative to glycine control, % at 25 µM; hit rate 2.5% among 340,000;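 active = melting temperature shift of at least 10% of the positive control shift, at one fixed dose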
MPTP block = blocks calcium-induced mitochondrial swelling; hit rate 1.4% among 360,000; isolated mouse mitochondria, Ca2+ swelling absorbance, 30 min; inhibition, % at 10 µM;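 active = inhibition of 50% or more, scaled per plate between neutral and stimulator controls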;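 note: 0% = DMSO wells given calcium and 100% = 1 mM EGTA wells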
Numbers without * were called inactive; & = joins results of further samples; ! = a repeat was not active. Some of the compounds tested; the hit share may differ from the screen's.

SMILES	NR3A LBD binder	MPTP block
O=S(=O)(c1ccc(Cl)c(Cl)c1)c1snnc1-c1ccccc1	-2.3	5.4
O=C(c1ccc(F)cc1)c1cccc(C(=O)c2ccc(F)cc2)n1	2.4	0.7
COc1ccc(/C=C/C(=O)c2cc(Br)ccc(=O)c2O)cc1	-9.6	2.1
COc1ccc(-c2csc(=NCCO)n2-c2ccccc2)cc1	0.1	3.7
CCOc1ccc2c(c1)C(=NNC(=O)c1ccccn1)c1cc(OCC)ccc1-2	0.3	4.3
O=C(O)C12C3CCC(O3)C1(C(=O)O)C1CCC2O1 (stereo unspecified)	1.3	-1.0
CCC(C)c1ccccc1N1CC(C(=O)N2CCN(c3ccccc3)CC2)CC1=O (stereo unspecified)	-2.5	-0.9
C=CCOc1ccc(Br)cc1/C=C1/SC(=Nc2ccc(C(=O)O)cc2)NC1=O	1.9	3.0
CCCn1c(SCC(=O)c2ccc3c(c2)OCCO3)nc2c1c(=O)n(C)c(=O)n2C	1.3	-0.7
N#Cc1ccc(C(=O)N2CCC3CC2c2cc(-c4ccc(F)cc4)ccc23)cc1 (stereo unspecified)	-0.3	-1.1
CCOc1ccc(S(=O)(=O)N2CCN(C(=O)c3oc4ccccc4c3C)CC2)cc1	-2.5	-0.3
O=C(O)c1cc(N/N=C/c2ccc(-c3ccccc3)cc2)ccc1Cl	-2.7	3.7
CC(=O)Nc1ccc(S(=O)(=O)NN=Cc2ccc(Cl)c(Cl)c2)cc1	-2.1	-0.5
O=C(NCCCCc1ccccc1)c1cccc(NC(=O)C2CCC2)c1	-2.7	0.0
Cc1nn2c(-c3ccc(Cl)cc3)ccnc2c1-c1ccccc1	3.6	1.2
Clc1ccc(C=NN2CCCCCC2)cc1	1.1	0.0
CCCN(CC(=O)Nc1ccccc1OC)C(=O)c1ccc(S(=O)(=O)Nc2ccccc2OC)cc1	1.2	-0.7
CC(C)C(NC(=O)C1(NC(=O)OCc2ccccc2)CCCC1)C(=O)O (stereo unspecified)	-2.3	-0.4
CCN1C[C@@H]2[C@@H]3C(=O)N(Cc4ccccc4)C(=O)[C@@H]3[C@](CC)(C1=O)N2C(=O)c1ccc(F)cc1	-1.3	-0.2
CCN(C(=O)COC(=O)CSc1ccc(C)cc1C)c1c(N)n(Cc2ccccc2)c(=O)[nH]c1=O	-3.0	-3.1
CCOC(=O)c1c(NC(=O)C(C)Sc2cccc[n+]2[O-])sc2c1CCN(Cc1ccccc1)C2 (stereo unspecified)	-1.1	-1.3
CCCCN1CC(COCc2ccccc2)Oc2cccc(Oc3ccc(C(C)C)cc3)c2S1(=O)=O (stereo unspecified)	-1.5	-0.7
CCOc1ccc(CCN2C(=O)C(=O)N([C@@H](CC(C)C)CN3CCC[C@@H]3CN3C(=O)C(=O)NC[C@@H]3Cc3ccccc3)C[C@@H]2Cc2ccc(O)cc2)cc1	-4.1	-1.0
CCCn1c(=O)c2ccccc2n2c(SCC(=O)c3cc(C)n(CCOC)c3C)nnc12	-1.2	1.3
CN1CCN(c2ccc(Cl)cc2NC(=O)c2nn(-c3ccccc3)c(=O)c3ccccc23)CC1	3.0	26.5
N#C/C(=C\c1ccc(C(=O)O)cc1)c1nc2sc3c(c2c(=O)[nH]1)CCCC3	1.1	1.4
CCOc1cc(NC(=O)c2ccccn2)c(OCC)cc1NC(=O)CC(C)C	1.7	-2.0
O=c1nc2n(CCO)c3ccccc3cc-2c(=O)[nH]1	-0.1	0.4
COc1ccc(/C=C/C(=O)c2c(O)c(OC)c3occc3c2OC)cc1	5.0	-1.4
CC(=NNc1nc2ccccc2o1)c1cc2ccccc2cn1	-26.4	1.3
COc1ccc(C(=O)c2ccc(Br)cc2)c(OC)c1OC	-0.2	-1.5
CCC(C)C(N)C1=NC(C(=O)N[C@@H](CC(C)C)C(=O)N[C@H](CCC(=O)O)C(=O)N[C@H](C(=O)N[C@H]2CCCCNC(=O)[C@H](CC(N)=O)NC(=O)[C@@H](CC(=O)O)NC(=O)[C@H](Cc3cnc[nH]3)NC(=O)[C@@H](Cc3ccccc3)NC(=O)[C@H]([C@@H](C)CC)NC(=O)[C@@H](CCCN)NC2=O)[C@@H](C)CC)CS1 (stereo partly specified)	-3.0	-3.0
O=C(CCCC(=O)N1CCc2ccccc21)N1CCc2ccccc21	0.8	-6.2
Cc1ccc(NC(=O)Cn2nc(C)c([N+](=O)[O-])c2C)cc1Cl	-7.7	-1.8
CC(C)[C@@H](NC(=O)C1CCC(CNC(=O)[C@H](Cc2ccccc2)NC(=O)OC(C)(C)C)CC1)C(=O)O (stereo partly specified)	-1.4	-0.6
CCOC(=O)[C@@H]1CSCCS(=O)(=O)N1	1.7	-0.9
COCCn1nnnc1C(CC(C)C)N1CCN(c2cccc(OC)c2)CC1 (stereo unspecified)	4.5	-0.8
O=c1[nH]c2cc3c(cc2cc1C(c1nnnn1C1CCCC1)N1CCCc2ccccc21)OCCO3 (stereo unspecified)	0.6	-1.8
N#Cc1ccccc1NC(=O)CSc1nnc(-c2ccc(F)cc2)n1-c1ccccc1	-8.6	-0.3
O=c1[nH]c(=O)n(C2OC(CO)C(O)C2O)cc1F (stereo unspecified)	4.0	0.2
O=C1NC(=S)S/C1=C\c1cccc([N+](=O)[O-])c1	12.3*	82.3*
O=C1CCCCC1Nc1ccc([N+](=O)[O-])cc1 (stereo unspecified)	-0.3	-0.7
Cc1ccc(NC2=C(Cl)C(=O)c3ccccc3C2=O)cc1	-4.8	2.1
Cn1c(SCC(=O)Nc2ccc3nc(SCC(=O)N4CCCC4)sc3c2)nnc1-c1ccc(N)cc1	-0.2	1.9
O=C1OC(Oc2ccc(Br)cc2)(c2ccccc2)c2ccccc21 (stereo unspecified)	-16.2	-0.1
Oc1ccc(-c2n[nH]c(=S)n2-c2ccc3c(c2)OCCO3)c(O)c1	-1.2	0.8
CC(=O)Nc1ccc2c(c1)C(N1CC3CCC(CC3)C1)c1ccccc1-2 (stereo unspecified)	6.4	1.6
NS(=O)(=O)c1ccc(NC(=O)c2ccc(-c3ccccc3)cc2)cc1	2.4	-3.2
O=C1C(O)CCN1C1CCCCC1 (stereo unspecified)	-0.9	0.8
CC(=O)Nc1n[nH]c(=S)s1	-2.8	0.2
O=C(NN=Cc1ccc2c(c1)OCO2)NN=Cc1ccc2c(c1)OCO2	25.9*	1.5
CCC(C)Sc1nnc(NC(=O)c2ccco2)s1 (stereo unspecified)	0.1	0.8
Cc1nc2nc3c(cn2n1)C(=O)CC(C)(C)C3	-2.2	-2.8
COc1ccccc1CNC(=O)COC(=O)C1CCN(S(=O)(=O)c2c(Cl)cccc2Cl)CC1	0.3	-1.4
O=C1NC(=O)C(Cc2ccc(O)cc2)N1 (stereo unspecified)	-2.4	1.3
CCC(C)(C)c1ccc(Oc2ccc(N)cc2)cc1	-9.2	8.8
O=C(N=Nc1c(O)[nH]c2ccccc12)Nc1ccccc1	-5.5	-2.3
CC(=O)Nc1cc(F)c2c(c1F)Cc1cc(F)ccc1-2	-8.5	0.2
COc1ccc2cc(C(=O)NC3CCCCC3)c(=O)oc2c1	-1.9	0.2
CCn1c(=NC(=O)CN2C(=O)CCC2=O)sc2c(C)cc(C)cc21	-2.5	1.1

Record cards, as listed above. Order of screens: NR3A LBD binder	MPTP block
Shown for CC(=O)Nc1n[nH]c(=S)s1 = -2.8	0.2
Shown for N#Cc1ccc(C(=O)N2CCC3CC2c2cc(-c4ccc(F)cc4)ccc23)cc1 (stereo unspecified) = -0.3	-1.1
Shown for Cn1c(SCC(=O)Nc2ccc3nc(SCC(=O)N4CCCC4)sc3c2)nnc1-c1ccc(N)cc1 = -0.2	1.9

Going on with the list.
SMILES	NR3A LBD binder	MPTP block
CCCC(=O)NCCc1cc2cc(C)c(C)cc2[nH]c1=O	0.5	-0.7
CC(C)C1(C2CCCC2)NC(=O)NC1=O (stereo unspecified)	-0.5	-1.8
CCOc1ccc(C(=O)c2cc([N+](=O)[O-])ccc2N2CCOCC2)cc1	-0.9	0.2
O=[N+]([O-])c1ccc(/C=N/N=C/c2ccc([N+](=O)[O-])o2)o1	1.6	0.0
CC(=O)Oc1ccc(C23c4ccccc4C2(OC(C)=O)c2cc(OC(C)=O)ccc23)cc1 (stereo unspecified)	-10.1	4.3
Cc1ccc(C2CC(=O)C(C=NCCN3CCN(CC(=O)Nc4cc(C)cc(C)c4)CC3)=C(O)C2)cc1 (stereo unspecified)	-2.4	0.1
Cc1ccc(S(=O)(=O)N2CCOCC2)cc1NC(=O)COC(=O)c1cccc(Cl)c1Cl	-11.5	-0.7
O=C(CC1Sc2ccccc2NC1=O)NNc1ccc(F)cc1 (stereo unspecified)	-2.1	-1.2
CCC1(CC)C(=O)NC(=O)NC1=S	0.2	-2.5
COc1cc(C2c3cc4c(cc3OC(N3CCOCC3)C2C)OCO4)cc(OC)c1OC(C)=O (stereo unspecified)	-1.0	-0.5
CCN(CC(=O)Nc1ccc2c(c1)OCCO2)C(=O)C(C)Oc1ccc(F)cc1 (stereo unspecified)	-0.9	0.2
O=[N+]([O-])c1ccc(COc2ccccc2CN2CCOCC2)cc1	-1.9	0.8
O=C1CSC(=S)N1Nc1ccccc1	-0.5	-2.1
Cc1ccc(C2/C(=C(\O)c3c(C)nc4c(C)cccn34)C(=O)C(=O)N2CCN(C)C)o1 (stereo unspecified)	-0.2	1.7
CC1=CC2=NC(=O)C(c3ccccc3)C(=O)N2C=C1 (stereo unspecified)	1.2	-2.6
N#CCc1ccc(NC(=O)/C=C/c2ccc([N+](=O)[O-])o2)cc1	-3.5	0.8
CN(CCc1ccccc1)C(=O)c1ccc(NC(=O)Cc2cccc(NC(=O)C3CCN(C(=O)C4CCCCC4)CC3)c2)cc1	-5.4	0.4
COc1cc2c(c(OC)c1OC)-c1ccc(SC)c(=O)cc1C(NC=O)CC2 (stereo unspecified)	-1.4	-0.6
O=C(CSc1nc(O)cc(=O)n1-c1ccccc1)N1CCCCC1	0.0	-0.5
CC(=O)NC(Cc1c[nH]c2ccccc12)C(=O)OCC(=O)N1CCN(S(=O)(=O)c2ccc(Cl)cc2)CC1 (stereo unspecified)	1.8	-0.7
O=C(/C=C/c1ccccc1)Nc1cccc(C(=O)NCCCc2ccccc2)c1	27.2*	0.1
O=C(Cn1cc(COc2c(Br)cc(F)cc2Br)nn1)c1ccc(O)cc1	-6.5	0.5
CC/C(=C(/c1ccccc1)c1ccc(OCC[N+](C)(C)C)cc1)c1ccccc1	-3.0	4.2
COC(=O)c1ccc(COc2ccc(F)cc2)o1	-0.7	-0.1
CCn1c(C)nc2cc(C(=O)N/N=C/c3ccc(O)c(O)c3O)ccc21	-0.9	0.6
CCN(C(=O)COC(=O)CNC(=O)c1ccc2ccccc2c1)c1c(N)n(Cc2ccccc2)c(=O)[nH]c1=O	1.8	0.1
Cc1nc2[nH]c(=S)[nH]c2c(=O)[nH]1	-1.0	-0.3
CC(NC(=O)Cn1ncc(Cl)c(Cl)c1=O)C12CC3CC(CC(C3)C1)C2 (stereo unspecified)	0.3	2.6
Cc1cc(N2CCCC2)c(F)cc1/C=C\[N+](=O)[O-]	1.6	-0.9
O=C(O)c1cccc(NN=C2c3ccccc3-c3ccccc32)c1	-11.6	0.5
O=C1CCC[C@@H]2[C@@H](Cc3ccccc3)[C@H](N3CCN(c4ccccc4)CC3)C[C@@H]3CCN1[C@@H]32	-3.4	-0.5
Cc1cc([N+](=O)[O-])c2ccccc2c1NS(=O)(=O)c1ccccc1	2.2	33.0
O=S(=O)(Nc1cccnc1)c1cccnc1	0.6	0.1
O=C(NCCNC(=O)Nc1ccc(Cl)cc1)Nc1ccc(Cl)cc1	21.9*	3.6
Cn1c(=O)c2[nH]c(CCC3CCCC3)nc2n(C)c1=O	-0.2	1.5
CC1(C)CSC(C)(C)C(=O)N1	0.5	-3.3

Part of the list above in order of molecular weight, largest number first:
SMILES	NR3A LBD binder	MPTP block
CCCCN1CC(COCc2ccccc2)Oc2cccc(Oc3ccc(C(C)C)cc3)c2S1(=O)=O (stereo unspecified)	-1.5	-0.7
O=C(Cn1cc(COc2c(Br)cc(F)cc2Br)nn1)c1ccc(O)cc1	-6.5	0.5
O=[N+]([O-])c1ccc(COc2ccccc2CN2CCOCC2)cc1	-1.9	0.8
O=C(c1ccc(F)cc1)c1cccc(C(=O)c2ccc(F)cc2)n1	2.4	0.7
Cc1nn2c(-c3ccc(Cl)cc3)ccnc2c1-c1ccccc1	3.6	1.2
CCC1(CC)C(=O)NC(=O)NC1=S	0.2	-2.5

(list continues)
SMILES	NR3A LBD binder	MPTP block
CN1CCC(N(C)C(=O)c2ccc(Cl)c(S(=O)(=O)Nc3ccc(Cl)cc3)c2)CC1	1.6	-0.7
CN(C(=O)c1cccc(NC(=O)Cc2ccc(NC(=O)C3CCN(C(=O)C4CCC4)CC3)cc2)c1)C1CCCC1	-0.2	0.1
c1ccc(-c2ccc(-c3ccccc3)[nH]2)cc1	-11.6	3.4
C=C1C(=O)C23CCC4C(C)(C(=O)OC)CCCC4(C)C2CCC1(O)C3 (stereo unspecified)	0.0	-1.5
CCCCCCCCCCCCCCCC[n+]1ccccc1	-6.8&6.4	53.2*!
CC(=O)C1=C(c2ccc(Br)cc2)C(=O)c2ccccc2C1=O	2.1	-20.0
c1ccc2c(c1)ccn2CCCN1CCCCC1	3.3	2.4
Cc1ccc(C(=O)/C=C/c2cn(CC(O)CN3CCOCC3)c3ccccc23)cc1 (stereo unspecified)	-4.9	1.8
N#C/C(=C/c1ccc(N2CCOCC2)o1)C(=O)Nc1ccccc1	1.0	-0.3
Cc1cc(C=O)sc1[B-](F)(F)F	-1.7	0.0
Oc1cccc(/C=N/NC(=S)Nc2cccnc2)c1O	-0.7	-1.4
COc1ccc(-c2cn3c(C)c(C(=O)N4CCN(c5ccccc5)CC4)sc3n2)cc1	-3.2	-1.4
O=C(O)c1cc(S(=O)(=O)N2CCCc3ccccc32)ccc1Cl	0.9	1.0
CCC(C(=O)O)N1C(=O)/C(=C/c2cccn2C)SC1=S (stereo unspecified)	-2.6	-2.0

Compound activity as filed in PubChem.
